# FBW7 activator – activators of human E3 ligase FBW7; normalized activity (activation), % at 26.1 µM; hit rate 0.13% among 650,000; AlphaScreen FBW7–phospho-cyclin E peptide binding, activator screen; AID 1259310; Q969H0; in the data active = normalized activity above about 1.9%;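 note: purified mutant Fbw7 with reduced substrate affinity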
# Target sequence (Q969H0 whole entry, looked up): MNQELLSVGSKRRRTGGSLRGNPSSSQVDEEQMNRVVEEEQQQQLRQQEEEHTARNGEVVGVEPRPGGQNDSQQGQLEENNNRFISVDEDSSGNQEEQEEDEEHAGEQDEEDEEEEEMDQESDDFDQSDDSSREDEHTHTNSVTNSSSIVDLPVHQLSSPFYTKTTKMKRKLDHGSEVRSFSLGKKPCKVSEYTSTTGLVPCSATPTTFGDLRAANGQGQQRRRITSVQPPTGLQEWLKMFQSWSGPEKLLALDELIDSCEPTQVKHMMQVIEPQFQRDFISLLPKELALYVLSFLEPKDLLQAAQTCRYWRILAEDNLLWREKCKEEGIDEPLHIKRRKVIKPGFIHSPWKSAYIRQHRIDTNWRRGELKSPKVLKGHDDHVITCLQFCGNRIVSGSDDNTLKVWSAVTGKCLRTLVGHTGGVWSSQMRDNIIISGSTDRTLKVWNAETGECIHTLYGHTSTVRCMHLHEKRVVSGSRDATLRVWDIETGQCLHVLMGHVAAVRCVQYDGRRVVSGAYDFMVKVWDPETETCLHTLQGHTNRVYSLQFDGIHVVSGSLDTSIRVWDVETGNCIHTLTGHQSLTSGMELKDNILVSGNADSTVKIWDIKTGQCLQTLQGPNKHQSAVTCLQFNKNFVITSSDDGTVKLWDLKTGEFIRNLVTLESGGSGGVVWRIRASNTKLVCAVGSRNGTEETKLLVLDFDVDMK
# MITF primary – blocks human microphthalmia-associated transcription factor. AlphaScreen MITF homodimerization, bead proximity signal. inhibition, % at 2.6 µM. hit rate 0.91% among 650,000. AID 1259374; in the data active = inhibition above about 50%;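 note: 0% = vehicle wells with protein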
# TEAD-YAP inh – TEAD-YAP interaction inhibition | HEK-TIYL cells, TEAD-Gal4/YAP UAS-luciferase luminescence | inhibition, % at 9.12 µM | hit rate 1.4% among 640,000; in the data active = inhibition above about 32%;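 note: 0% = median of test compound wells and 100% = reference inhibitor wells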
# GPR151 ag – human GPR151 activation; Q8TDV0; PathHunter beta-arrestin GPR151 cells, luminescence; activation, % at 11.2 µM; hit rate 1% among 650,000; AID 1508602; in the data active = activation above about 4.9%;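 note: 0% = median of compound wells and 100% = cells with positive control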
# Target sequence (Q8TDV0 whole entry, looked up): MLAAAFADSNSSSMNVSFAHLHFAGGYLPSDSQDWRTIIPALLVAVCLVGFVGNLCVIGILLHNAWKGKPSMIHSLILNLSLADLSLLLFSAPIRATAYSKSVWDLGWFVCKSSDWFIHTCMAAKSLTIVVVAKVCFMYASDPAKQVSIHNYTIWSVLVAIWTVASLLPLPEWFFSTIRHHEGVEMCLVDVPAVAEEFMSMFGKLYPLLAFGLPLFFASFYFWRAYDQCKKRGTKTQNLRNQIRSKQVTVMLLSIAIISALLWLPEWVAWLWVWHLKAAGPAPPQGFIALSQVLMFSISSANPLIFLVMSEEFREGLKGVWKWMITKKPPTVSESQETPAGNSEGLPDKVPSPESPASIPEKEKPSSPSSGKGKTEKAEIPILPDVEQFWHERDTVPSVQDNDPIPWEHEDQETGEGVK
# * marks the source's active call; other numbers are inactive results; & = joins results of further samples.
smiles	FBW7 activator	MITF primary	TEAD-YAP inh	GPR151 ag
N#C/C(=C\c1cccc(F)c1)c1nc(-c2ccc(Cl)cc2)cs1	-0.1	9	4	0.8
Cc1ccc(/C=C(/C#N)C(=O)Nc2cccc(Cl)c2)o1	-0.1	-6	-36	-1.2
C/C(CC(=O)Nc1ccc2c(c1)OCCO2)=N\NC(=O)COc1ccc(C)cc1	-0.1	10	-1	-0.4
C1=C(C23CC4CC(CC(C4)C2)C3)SC2=NCCN12	-0.1	-3	-5	2.0
O=C(NCCc1ccccn1)c1c(C(F)(F)F)nc2ccccn12	-0.1	-6	-6	-0.7
COc1cc2c(C(=O)N3CCN(c4ccccc4C)CC3)c(C)oc2cc1Br	0.0	3	2	-0.2
Cc1cc(=O)oc2cc(NC(=O)C(C)N3C(=O)c4ccccc4C3=O)ccc12 (stereo not given)	0.1	3	6	0.8
Cc1ccccc1-c1cnnc(N(C)CCc2nc3ccccc3[nH]2)n1	0.1	-23	-15	-1.3
COc1ccccc1OCC(=O)NCc1nc(-c2ccc(Cl)cc2)no1	0.2	9	-5	-0.3
COC(=O)c1cc([N+](=O)[O-])c(N2CCCCC2)c([N+](=O)[O-])c1	-0.9	10	0	1.0
CCN1CCN(C(c2cc3cccc(C)c3[nH]c2=O)c2nnnn2Cc2ccccc2)CC1 (stereo not given)	-0.2	2	8	0.6
O=[N+]([O-])c1ccc(N2CCN(c3ncnc4sc5c(c34)CCCC5)CC2)cc1	-0.2	12	0	-1.0
Cc1ccc(NC(=O)N2CCC(CO)(Cc3ccccc3)CC2)cc1C	0.4	11	-13	-0.6
CCn1ccnc1CNC(=O)CC1C(=O)NCCN1Cc1ccc(OC)cc1OC (stereo not given)	0.0	19	-1	0.4
CCN(C(=O)c1ccccc1F)c1ccccc1	0.0	-1	-5	-0.7

# (next part)
smiles	FBW7 activator	MITF primary	TEAD-YAP inh	GPR151 ag
CC(C)(C(=O)Nc1cnn(-c2cccc(C(=O)Nc3ccc(N4CCOCC4)cc3)c2)c1)c1ccccc1	0.6	5	3	-0.5
CCOc1cc(/C=C2\C(=O)N(c3cccc(Cl)c3)N=C2C)cc(I)c1O	-0.9	7	-2	0.2
CCOC(=O)CNC(=S)Nc1ccc(S(N)(=O)=O)cc1	-0.2	-3	4	0.0
CCOC(=O)C1CCCN(C(=O)c2cn(CCOC)c(=O)c3c2c2ccccc2n3C)C1 (stereo not given)	0.0	4	7	-0.1
c1ccc(-c2nc(N3CCCCC3)nc(-n3ccnc3)n2)cc1	0.3	3	13	-0.7
CC(C)Sc1nnc(NC(=O)c2ccc3ccccc3c2)s1	0.1	19	-53	-0.6
O=C(CCCn1c(=S)[nH]c2ccsc2c1=O)NCc1ccco1	-0.3	-7	1	3.0
Fc1ccc(CNc2ncnc3c2c(-c2ccccc2)cn3-c2ccccc2)cc1	0.8	17	-2	0.4
Cc1cc(C)cc(-n2c(C)nc3cc(C(=O)NCc4ccccc4)ccc32)c1	0.1	21	-8	-0.2
CCCC1=NN2C(=N)/C(=C/c3cccc(OCCOc4ccc(Br)cc4)c3)C(=O)N=C2S1	0.2	9	-73	0.9
CC(=O)c1cccc(NC(=O)C2CCCN(S(=O)(=O)c3c(C)noc3C)C2)c1 (stereo not given)	0.0	1	-4	-0.9
COC(=O)C(CC(C)C)Nc1ccc(N2C(=O)CCCC2=O)cc1[N+](=O)[O-] (stereo not given)	-0.1	0	-8	0.3
O=C1CCCCN1CCNc1nc2nonc2nc1N1CCSCC1	-0.1	-5	-4	-1.0
CCc1ccccc1N(C)C(=O)c1oc(=O)c2ccccc2c1-c1ccc(C)cc1	0.0	8	6	-0.9
O=C(Cc1nc2ccccc2s1)c1ccccc1	-0.3	-4	-50	0.4

# The list continues.
smiles	FBW7 activator	MITF primary	TEAD-YAP inh	GPR151 ag
CCOC(=O)N1CCC(n2c(SCc3ccc(Cl)cc3)nc3ccsc3c2=O)CC1	-0.2	9	-8	-0.5
COc1cc(NC(=O)Cn2ncc3c2-c2cc(C)ccc2OC3)cc(OC)c1OC	-0.1	5	10	-0.1
C=CCc1ccccc1OCCOc1ccc(/C=N/n2cnnc2)cc1OC	0.3	19	12	1.3
CN(Cc1ccccc1)C(=O)c1cc(-c2ccccc2)n[nH]1	0.1	-3	-11	0.3
COc1ccc(N=c2scc(-c3ccc4c(c3)OCCO4)n2CCO)cc1	0.3	15	-10	1.0
CC(=O)Nc1ccc(S(=O)(=O)n2c(SCC(=O)Nc3ccc(Br)cc3F)nc3ccccc32)cc1	0.8	4	-3	0.9
Cc1cc(C(=O)Nc2cccc(C(F)(F)F)c2)no1	-0.1	3	-3	-0.5
Cc1ccc(OCCOc2ccccc2C=C2C(=O)NC(=O)NC2=O)c(C)c1	0.0	2	19	-0.6
COc1ccc(S(=O)(=O)N(CC(=O)N2CCN(c3ccccc3OC)CC2)c2ccc(Cl)cc2)cc1	0.0	-9	2	1.3
CCOC(=O)C1=C(C)NC2=C(C(=O)CCC2)C1c1ccc(OC)c(Br)c1 (stereo not given)	0.2&0.3	-6&-3	11&11	-0.2&-1.6
CN=C(Nc1ccc(C(=O)OC)s1)c1ccccc1	0.0	7	-17	2.1
Cc1ccc(Cc2nnc(C(=O)NCc3ccncc3)o2)cc1	0.9	12	-2	-0.1
CCOc1ccccc1C(=O)Nc1ccc2c(c1)COC2=O	-0.2	5	6	1.7
CCCCNC(=O)c1c(C)cc(=O)oc1C	0.1	-1	-6	-1.0
N#Cc1ccc(NC(=O)c2cc3n(n2)C(C(F)(F)F)CC(c2ccccc2)N3)cc1 (stereo not given)	0.3	28	-10	-0.9

# (listing goes on)
# Each structure is followed by: FBW7 activator	MITF primary	TEAD-YAP inh	GPR151 ag
COC(=O)C1=C(C)N(c2cccc(Cl)c2)C(=O)/C1=C\c1ccc2c(c1)OCO2
  0.3	7	-25	4.0
O=C(Cc1cccs1)Nc1ccon1
  0.0	18	5	-1.1
O=C(Nc1ccc(-c2ccnc(Nc3ccc(-n4cnc(N5CCOCC5)n4)cc3)n2)cc1)C1CC1
  0.0	5	3	-1.7
COC(=O)NC(C)CCc1ccccc1 (stereo not given)
  -0.1	3	-1	-0.1
COc1ccc(NC(=O)c2nn(C34CC5CC(CC(C5)C3)C4)cc2[N+](=O)[O-])cc1
  -0.7	6	-10	-0.1
O=C1N(CN2CCCCC2)c2ccccc2C12OCC(Br)([N+](=O)[O-])CO2 (stereo not given)
  0.5	-1	1	1.6
Cc1cc(=O)oc2cc(OCC(=O)N/N=C/c3ccccc3)ccc12
  0.0	6	6	-0.4
O=C(c1cc(F)c(F)c(F)c1F)N1CCN(Cc2ccc3c(c2)OCO3)CC1
  0.0	-2	16	1.8
Cc1ccc(OCCOCCN2CC(C)OC(C)C2)c(Br)c1 (stereo not given)
  -0.1	30	-2	-1.8
CCOC(=O)c1c(NC(=O)c2ccc(C)c([N+](=O)[O-])c2)sc(C(=O)Nc2ccc(C)c(Cl)c2)c1C
  0.1	-6	2	-0.1

# 6 neighbouring records from above, for reference:
# Each structure is followed by: FBW7 activator	MITF primary	TEAD-YAP inh	GPR151 ag
COc1ccc(NC(=O)c2nn(C34CC5CC(CC(C5)C3)C4)cc2[N+](=O)[O-])cc1
  -0.7	6	-10	-0.1
O=C1N(CN2CCCCC2)c2ccccc2C12OCC(Br)([N+](=O)[O-])CO2 (stereo not given)
  0.5	-1	1	1.6
Cc1cc(=O)oc2cc(OCC(=O)N/N=C/c3ccccc3)ccc12
  0.0	6	6	-0.4
O=C(c1cc(F)c(F)c(F)c1F)N1CCN(Cc2ccc3c(c2)OCO3)CC1
  0.0	-2	16	1.8
Cc1ccc(OCCOCCN2CC(C)OC(C)C2)c(Br)c1 (stereo not given)
  -0.1	30	-2	-1.8
CCOC(=O)c1c(NC(=O)c2ccc(C)c([N+](=O)[O-])c2)sc(C(=O)Nc2ccc(C)c(Cl)c2)c1C
  0.1	-6	2	-0.1

# Next part:
# Each structure is followed by: FBW7 activator	MITF primary	TEAD-YAP inh	GPR151 ag
NC(=O)NC(c1ccccc1)c1cccc([N+](=O)[O-])c1 (stereo not given)
  0.3	4	-1	0.2
N#C/C(=C\c1ccco1)C(=O)Nc1ccc(Cl)cc1
  -0.1	18	-27	-1.2
CCCCC(=O)NC(=S)Nc1nnn(CCC)n1
  0.0	-10	-1	0.0
CCOC(=O)C1CCCN(C(=O)c2ccc3c(=O)n(CCC4=CCCCC4)c(=S)[nH]c3c2)C1 (stereo not given)
  0.2	-5	12	0.3
CCOc1ccc(C(=O)N2CCN(C(=O)c3ccco3)CC2)cc1OCC
  0.0	35	-14	1.6
O=C1CCCc2c1[nH]c1ccc(Br)cc21
  0.2	0	4	0.2
COc1ccc(Cn2c(O)c(C=NCCC(C)C)c3ccccc3c2=O)cc1
  -0.1	4	-6	0.8
O=c1oc2ccccc2cc1-c1nnc(Nc2ccc(Oc3ccc4ccccc4c3Cl)c(Cl)c2)s1
  0.8	-1	17	0.9
CCCC(=O)NN(CC)c1nc(Cl)cc(C)c1C#N
  0.0	7	-2	-0.7
COc1ccc(CNC(=O)Cn2c(=O)n(C(C)C)c3ncccc32)cc1
  0.1	8	0	-0.1

# Other compounds:
# Each structure is followed by: FBW7 activator	MITF primary	TEAD-YAP inh	GPR151 ag
CC(=O)Oc1ccc(C(C)(C)c2ccc(OC(C)=O)cc2)cc1
  0.5	-8	-2	-1.3
COc1cccc(C2CC(c3ccc(Br)cc3)Nc3nnnn32)c1OC (stereo not given)
  0.0	3	4	0.0
COc1ccc(N(CC(=O)Nc2cc(OC)ccc2OC)S(=O)(=O)c2ccc(OC)c(OC)c2)cc1
  0.0	-6	-5	1.2
CCc1c(C)sc(NC(=O)c2ccccc2C)c1C(N)=O
  0.3	12	-46	1.0
CN(C)S(=O)(=O)c1cc([N+](=O)[O-])ccc1N1CCC(C(N)=O)CC1
  0.0	4	-2	-0.5
CCOc1ccc(NC(=O)C2Sc3nnc(C)n3NC2c2ccc(OC)cc2)cc1 (stereo not given)
  -0.1	4	0	-0.7
Cc1ccc(NC(=O)CNC(=O)c2ccc(Br)cc2)c(O)c1
  -0.2	9	-1	-0.3
O=C(CCSCc1ccc([N+](=O)[O-])cc1)OCC(=O)c1ccccc1
  0.0	3	11	1.6
O=C(c1cccs1)N1CCN(c2ccc(-c3ccc(F)cc3)nn2)CC1
  0.3	-5	-48	-1.7
CCN(CC(=O)NCCc1ccccc1)S(=O)(=O)c1ccc(Br)cc1
  0.0	9	3	2.5

# The results go on.
# Each structure is followed by: FBW7 activator	MITF primary	TEAD-YAP inh	GPR151 ag
Cc1cc(C)n(-c2ccc(Nc3ccc(NC(=O)c4ccccc4)cc3)nn2)n1
  0.1	-8	-18	1.5
COC(=O)c1cccc(CSc2nnc(-c3ccc(OC)cc3)o2)c1
  -0.1	4	12	-0.2
Cc1cc(C)nc(SCc2nc3ccccc3c(=O)[nH]2)n1
  -0.2	9	-36	2.5
COc1ccc(-c2nnc(N)s2)c(OC)c1
  0.2	-1	5	1.8
CCCCc1nnc(NC(=O)c2ccc([N+](=O)[O-])cc2Cl)s1
  0.0	3	0	0.1
O=C1NC2(CCCCC2)N=C1c1cccc(F)c1
  0.1	-7	-6	0.8
Cc1cc(C)c(OCC2COS(=O)O2)c(C)c1 (stereo not given)
  -0.4	-9	-9	1.0
Nc1ncnc(NCCc2ccccc2)n1
  -0.2	-8	-32	-0.1
COCCOCC(O)CN1CCN(c2ccccc2)CC1 (stereo not given)
  0.0	19	9	1.1
O=C(Nc1ccc2c(c1)OCO2)C1CC1(Cl)Cl (stereo not given)
  0.0	8	-38	-0.3

# (cont.)
# Each structure is followed by: FBW7 activator	MITF primary	TEAD-YAP inh	GPR151 ag
CCOc1cc(C(=O)Nc2cccc(-c3nc4ccccc4s3)c2C)cc(OCC)c1OCC
  -0.2	-4	1	0.8
Cc1cc(-c2cncnc2C2CCCN(CC(=O)N3CCCC3)C2)on1 (stereo not given)
  0.1	45	6	-0.6
O=C(Nc1ccc(-c2nc3cc(Cl)ccc3o2)cc1)C(F)(F)F
  0.2	5	-74	0.5
Cn1c(Nc2nc(C(=O)NCCOc3ccccc3)cs2)nc2ccccc21
  0.2	18	2	1.2
CCOC(=O)C(C)P(=O)(c1ccccc1)c1ccccc1 (stereo not given)
  -0.1	-4	-3	-0.6
CC(Cc1ccco1)NS(=O)(=O)c1cccnc1 (stereo not given)
  -0.1	5	-2	-1.2
Cc1cccc(OC2(c3ccc(Cl)cc3)OC(=O)c3ccccc32)c1C (stereo not given)
  0.3	7	2	-0.7
CN(Cc1cccc(C(=O)NCCOCCNS(=O)(=O)c2cccc3c(N(C)C)cccc23)c1)C(=O)Nc1ccc(-c2cn[nH]c2)cc1
  1.8	43	5	-0.2
COc1ccccc1Nc1ncnc2sc3c(c12)CCCC3
  0.3	1	-1	1.5
Cc1cc(C)nc(SCc2ccc(C#N)cc2Cl)n1
  0.1	11	-6	0.9

# Remaining list, next part:
# Each structure is followed by: FBW7 activator	MITF primary	TEAD-YAP inh	GPR151 ag
CC1CCCN(c2nc3c(c(=O)[nH]2)CN(Cc2nccn2C)CC3)C1 (stereo not given)
  -0.6	-2	-8	1.1
O=C1CSC(c2ccc(Cl)cc2)N1c1cc(Cl)ccc1O (stereo not given)
  0.5	19	9	-1.2
CC(C)Cc1nc(C(N)=O)c2[nH]c(=O)n(-c3cccc(Cl)c3)c2n1
  0.2	2	7	-0.2
O=C(NCCN1CCOCC1)c1cc(S(=O)(=O)N2CCOCC2)ccc1F
  0.0	8	1	-1.3
CCOC(=O)Cn1cnc2c(cnn2-c2ccc(F)cc2)c1=O
  -0.2	8	-14	0.8
CCC(C)c1ccc(-c2ccc(-c3ccc(C(C)CC)cn3)cc2)nc1 (stereo not given)
  0.1	-12	-12	0.3
Cc1cccc(-c2cc3nc(C)cc(NCCN)n3n2)c1
  0.5	13	16	0.1
Cc1ccc(N2CC(c3nc(-c4ccccc4F)no3)CC2=O)cc1C (stereo not given)
  1.2	28	7	-0.7
